# SRC3 TRFRET art: TR-FRET artefact, counter-screen to PPARgamma/SRC-3 agonist assay; PPARgamma/SRC-3 format; stronger effect = higher value; 99,000 tested, 0.39% active; TR-FRET ratio at 8 µM; AID 1048; in the data active means TR-FRET ratio above about 2000; further: inactives centre near 1600; reference of the scale not given here
# SRC1 TRFRET art: counter-screen for PPARgamma SRC-1 recruitment agonists: TR-FRET artefact; TR-FRET ratio at 8 µM; AID 1051; 99,000 tested, 0.34% active; TR-FRET detection artefact counter-screen, emission ratio; stronger effect = higher value; in the data active means TR-FRET ratio above about 2300; further: inactives centre near 1800; reference of the scale not given here
# Active calls of the source: *.
smiles | SRC3 TRFRET art | SRC1 TRFRET art
CCCCOc1ccc(C(=O)NCC(=O)NCC(=O)OCC)cc1 | 1585 | 1923
NC(=O)C1CCN(c2cc(N3CCOCC3)ccc2[N+](=O)[O-])CC1 | 1440 | 1709
COCCCNC(=O)C(Cc1ccccc1)NS(=O)(=O)c1ccc2c(c1)c(=O)n(C)c(=O)n2C (centres undefined) | 1695 | 1831
O=C(Cn1cnc2ccccc21)Nc1cccc([N+](=O)[O-])c1 | 1681 | 1662
COc1ccc(C(=O)N/N=C/c2ccc(OC)c(CN3CCCc4ccccc43)c2)cc1 | 1640 | 1735
O=C(Nc1cccnc1Cl)c1noc2c1CCc1ccccc1-2 | 1593 | 1998
[O-][n+]1c2ccc3nonc3c2nn1-c1ccccc1Cl | 1506 | 1823
COc1cc(-c2cc(C(=O)Nc3c(Cl)cc(Cl)cc3Cl)c3ccccc3n2)cc(OC)c1OC | 1722 | 1764
CC(C)=CCCC(C)CN(C)CCc1ccccn1 (centres undefined) | 1515 | 1421
O=C(NNC(=O)C12CC3CC(CC(C3)C1)C2)c1ccco1 | 1661 | 1634
O=C(O)c1cc(-c2cccnc2)nc2ccc(Br)cc12 | 2133* | 2326*
O=C(Cc1cn2ccsc2n1)NCCc1ccc(F)cc1 | 1779 | 1869
CCOCCCN1CN(Cc2ccccc2)CNC1=S | 1661 | 1833
CCCCCCc1cc2cc(S(=O)(=O)c3ccc(C)cc3)c(=O)oc2cc1O | 1460 | 1803
COc1ccc(NC(=O)NCCC2=CCCCC2)cc1 | 1466 | 1832
O=C(Nc1ccc2nc3n(c(=O)c2c1)CCCCC3)c1ccccn1 | 1665 | 1865
COc1ccc(C(=O)N/C(=C\c2ccc3c(c2)OCO3)C(=O)NCCc2nc3ccccc3[nH]2)cc1 | 1622 | 1998
Cc1ccc2c(Cl)cc(Cl)c(OCC(=O)OCC(=O)Nc3ccc(C#N)cc3)c2n1 | 1672 | 1477
CCOC(=O)C/C(C)=N\Nc1ccc([N+](=O)[O-])cc1[N+](=O)[O-] | 1795 | 1938
O=S(=O)(c1cccc(F)c1)N1CCN(C(=S)NCc2ccccc2)CC1 | 1578 | 1748
O=[N+]([O-])c1ccc(NCCCNS(=O)(=O)c2ccccc2)c(Cl)c1 | 1565 | 1864
Cc1cc(C)c(S(=O)(=O)N2CCCC2=O)c(C)c1 | 1614 | 1791
Cc1nnc(NC(=O)c2c(-c3ccccc3Cl)noc2C)s1 | 1420 | 1623
O=C(Cc1ccccc1)Nc1cccc(NC(=O)c2cccs2)c1 | 1620 | 1535
CCS(=O)(=O)N1CCC(C(=O)NCc2ccc3c(c2)OCO3)CC1 | 1544 | 1943
O=C1CN(c2nc(-c3cccs3)nc3sc4c(c23)CCCC4)CCN1 | 1845 | 1953
O=C(CSc1ccsc1[N+](=O)[O-])N1CCN(c2ccccn2)CC1 | 1640 | 1901
O=C(NCCN1CCOCC1)c1ccc2c(c1)N(Cc1cccc(F)c1)C(=O)c1ccccc1S2 | 1770 | 2091
CN(Cc1ccccc1)c1ccc(N2C(=O)CCC2=O)cc1[N+](=O)[O-] | 1534 | 1892
COC(=O)CNC(=O)COC(=O)/C=C/c1ccc2ccccc2n1 | 1775 | 1807
CC[C@H](C)[C@H](NC(N)=O)C(=O)NCCc1ccc(OC)c(OC)c1 | 1603 | 1865
COc1ccc(/C=N/NC(=O)c2cc(=O)[nH]c3ccccc23)cc1OC | 1665 | 2011
COc1cccc(NC(=O)Cn2c(CCC(=O)O)ccc2-c2ccc(Cl)cc2)c1 | 1627 | 1937
O=C1CC(N2CCN(Cc3ccccc3)CC2)C(=O)N1CCc1ccccc1 (centres undefined) | 1478 | 2103
O=C(O)CCCCCCC1C(=O)NC(=O)N1CCC(O)C1CCCCC1 (centres undefined) | 1495 | 1722
CC(=O)Nc1ccc(S(=O)(=O)Nc2cccc(-c3csc(C)n3)c2)cc1 | 1414 | 1795
COc1cccc(-c2noc(C3CCCN(C(=O)CC(C)(C)C)C3)n2)c1 (centres undefined) | 1501 | 1858
CCN1C(=O)C(CC(=O)Nc2ccc(F)cc2)N(Cc2ccco2)C1=S (centres undefined) | 1545 | 1904
Cc1ccc(SCc2ccc(C(=O)NCc3cccnc3)cc2)cc1 | 1489 | 1601
COc1ccc(-c2csc3ncn(CC(=O)N4CCOCC4)c(=O)c23)cc1 | 1681 | 1731

# Molecules above with two or more sulfur atoms, in the order listed:
smiles | SRC3 TRFRET art | SRC1 TRFRET art
O=S(=O)(c1cccc(F)c1)N1CCN(C(=S)NCc2ccccc2)CC1 | 1578 | 1748
O=C1CN(c2nc(-c3cccs3)nc3sc4c(c23)CCCC4)CCN1 | 1845 | 1953
O=C(CSc1ccsc1[N+](=O)[O-])N1CCN(c2ccccn2)CC1 | 1640 | 1901
CC(=O)Nc1ccc(S(=O)(=O)Nc2cccc(-c3csc(C)n3)c2)cc1 | 1414 | 1795

# Remaining list, next part:
smiles | SRC3 TRFRET art | SRC1 TRFRET art
O=C(COC(=O)/C=C/c1cccc([N+](=O)[O-])c1)NCc1ccco1 | 1460 | 1809
COc1cc(OC)c(OC)cc1CN(C)CCc1ccccn1 | 1495 | 1604
CC(C)Nc1nnc(SCC(=O)c2c[nH]c3ccccc23)s1 | 1748 | 1734
O=C(CSc1nnnn1C1CCCCC1)Nc1cccc(NC(=O)c2ccco2)c1 | 1478 | 1467
Cc1noc(C)c1COC(=O)CN(C)S(=O)(=O)c1ccc(Cl)cc1 | 1533 | 1790
COc1ccccc1C1C(C#N)=C(N)Oc2c1c(-c1ccccc1)nn2-c1ccccc1 (centres undefined) | 1640 | 1909
O=C(Nc1ccccc1)C1=C[C@@H](c2coc3ccccc3c2=O)C[C@@H](OCc2ccc(CO)cc2)O1 | 1525 | 1748
O=C(N/N=C1\CCCCc2ccccc21)c1ccccn1 | 1464 | 1599
O=C(Nc1ccc(N2CCN(C(=O)c3ccco3)CC2)cc1)c1ccccc1 | 1396 | 1609
CC1CCN(Cc2nnnn2-c2ccc(Cl)cc2)CC1 | 1390 | 1660
COc1ccc(NC(=O)Nc2ccccc2F)c([N+](=O)[O-])c1 | 1603 | 1807
CCOC(=O)N/N=C(\C)c1ccc(OC(F)F)cc1OC(F)F | 1639 | 1830
Cc1ccc(-n2c(C)cc(C=C3C(=O)CC(C)(C)CC3=O)c2C)cc1 | 1512 | 1699
COc1ccc(N=CC2=C(O)CC(c3ccccc3)CC2=O)c(OC)c1 (centres undefined) | 1733 | 1911
CC(C)N(C(=O)Cn1cc(SCC(=O)NCc2ccco2)c2ccccc21)C(C)C | 1576 | 1913
CC(OC(=O)c1ccccc1NS(=O)(=O)c1cccc(N)c1)C(=O)N(C)Cc1ccccc1 (centres undefined) | 1642 | 1659
COc1ccccc1N(CC(=O)NC(C)(C)C)C(=O)c1ccc(Cl)nc1 | 1552 | 1865
O=C(O)C1CCCCC1C(=O)NCCc1ccc(F)cc1 (centres undefined) | 1544 | 1560
COc1cccc(NC(=O)COc2ccc3c(c2)CCC3)c1 | 1616 | 1668
c1csc(CNc2ncnc3nc[nH]c23)c1 | 1779 | 1946
CCOC(=O)C1=NN(C(C)=O)C2(CC(=O)N(c3cc(C)cc(C)c3)C2=O)C1 (centres undefined) | 1680 | 1729
COc1ccc(S(=O)(=O)CCC(=O)NCCc2ccc(S(N)(=O)=O)cc2)cc1 | 1571 | 1508
Cn1c2c(c(=O)n(C)c1=O)C(c1cc3c(cc1Br)OCO3)CC(=O)N2 (centres undefined) | 1792 | 1726
CNC(=S)N/N=C/c1c(C)nn(-c2cccc(Cl)c2)c1Cl | 1525 | 1913
CC(C)=C(NC(=O)c1ccccc1)C(=O)Nc1cccc(C(=O)O)c1 | 1560 | 1624
Cc1ccc(-n2c(CNc3ccc(F)cc3)nnc2SCC(=O)O)cc1 | 1621 | 1695
CCCNC(=O)c1[nH]c(C)c(C(=O)OCC)c1C | 1671 | 2046
O=C(O)c1ccc2c(c1)C(=O)N(CCC1=CCCCC1)C2=O | 1507 | 1735
Cc1cc(O)c(C(C)C)cc1NC(=O)Cn1nc(C)c2ccccc2c1=O | 1641 | 1727
CC(C)=C1SC(N2CCN(c3ccc(Cl)cc3)CC2)=NC1=O | 1423 | 1506
N#Cc1cccc(S(=O)(=O)NCC(=O)OCC(=O)c2ccc[nH]2)c1 | 1398 | 1658
Cc1cc(C)n(CCNCc2c(C(=O)N3C[C@@H](C)O[C@@H](C)C3)nc3ccc(Cl)cn23)n1 | 1647 | 1690
S=C(NCCN1CCCCC1)Nc1ccccc1 | 1401 | 1659
CCc1cccc(NC(=O)Cn2c3[n+](c4ccc(C(F)(F)F)cc42)CCCCC3)c1 | 1723 | 1958
S=C(Nc1ccc2nccnc2c1)N1CCCC1 | 1541 | 1733
Cc1ccc(S(=O)(=O)N2CCN(CC(=O)N/N=C/c3ccc(Br)s3)CC2)cc1 | 1539 | 2009
Cc1ccc(-n2cc(CNCCn3nc(C)cc3C)c(-c3ccc(F)cc3)n2)cc1 | 1602 | 1690
COc1ccc(OCCCC(=O)NCCc2ccccc2)cc1 | 1612 | 2046
Cc1cc(=O)[nH]c(SCC(=O)Nc2nnc(SCc3ccccc3)s2)n1 | 1482 | 1663
O=C(c1noc2c1CCCC2)N1CCN(c2ccccc2)CC1 | 1774 | 1882

# The list goes on, overlapping the part above by two compounds.
smiles | SRC3 TRFRET art | SRC1 TRFRET art
Cc1cc(=O)[nH]c(SCC(=O)Nc2nnc(SCc3ccccc3)s2)n1 | 1482 | 1663
O=C(c1noc2c1CCCC2)N1CCN(c2ccccc2)CC1 | 1774 | 1882
Cc1cc(NC(=O)COC(=O)COc2ccc(Cl)cc2C)c([N+](=O)[O-])cc1C | 1567 | 2035
OCCC1CN(Cc2cccc3nonc23)CCN1C1CCCCC1 (centres undefined) | 1574 | 1698
CC(C)(C)S(=O)(=O)/C(C#N)=N/Nc1ccc(S(N)(=O)=O)cc1 | 1677 | 1789
COCCn1c(SCC(=O)Nc2cccc(S(N)(=O)=O)c2)nc2cc(Cl)ccc2c1=O | 1653 | 1919
O=C(Nc1nc2ccc([N+](=O)[O-])cc2s1)c1ccco1 | 1552 | 1701
Cc1cccc(S(=O)(=O)N2CCC(CO)(Cc3ccccc3)CC2)c1 | 1512 | 1857
CCCCc1ccc(NC(=S)Nc2ccc(Cl)c(S(=O)(=O)N(C)C)c2)cc1 | 1368 | 1687
CC1(CCc2ccccc2)NC(=S)N(c2ccccc2)N1 (centres undefined) | 1453 | 2002
O=C(Cc1ccccc1)NN1C(=O)C2C3C=CC(C3)[C@@H]2C1=O (some centres undefined) | 1529 | 1677
CCOc1ccc(NC(=O)CN2CCN(CC(=O)Nc3cccc(F)c3)CC2)cc1 | 1365 | 1847
Cc1ccc(C(=O)NCC(=O)OCC(=O)NCCc2ccccc2)s1 | 1681 | 1756
Cn1c(=O)cc(OCC(=O)NCCC2=CCCCC2)c2ccccc21 | 1454 | 1842
Cc1ccccc1Oc1nnc(-c2cccs2)c2ccccc12 | 1590 | 1726
CSc1ccccc1C(=O)C1CCCN(C(=O)NC(C)C)C1 (centres undefined) | 1457 | 1656
CCC1(C)CC(c2nc(-c3ccc(OC)cc3)cs2)CCS1 (centres undefined) | 1683 | 1949
CC(C)(C)C1CCC(OC(=O)CCC(=O)Nc2ccccc2)CC1 (centres undefined) | 1468 | 2019
Cc1cccc(-c2nnc(SCC3CNC(=O)O3)n2-c2ccc(Cl)cc2)c1 (centres undefined) | 1954 | 2040
CC(C)CCN(C(=O)Cc1ccccc1F)c1c(N)n(Cc2ccccc2)c(=O)[nH]c1=O | 1452 | 1717
COC(=O)CC1Sc2ccccc2NC1=O (centres undefined) | 1499 | 1763
CC(O)CN1CC(O)=C(c2nc3ccccc3s2)C1=N (centres undefined) | 1649 | 2157
CCN(Cc1cnn(C)c1)C(=O)c1ccc(OC2CCN(S(=O)(=O)N(C)C)CC2)cc1 | 1541 | 1335
Cc1cc(NC(=O)c2sc(Nc3ccc(F)cc3)nc2N)no1 | 1649 | 1928
CCS(=O)(=O)N1Cc2ccccc2CC1C(=O)Nc1nnc(SCc2c(Cl)cccc2Cl)s1 (centres undefined) | 1696 | 1873
Oc1c(N=NC(=S)Nc2ccccc2F)c2ccccc2n1Cc1cccc(Cl)c1 | 1645 | 1940
Cc1cc(C)nc(NNC(=O)NC2CCCCC2)n1 | 1487 | 1498
Cc1nn(-c2ccccc2)c(C)c1NC(=O)COc1ccc(C#N)cc1 | 1377 | 1820
O=C(NNC(=O)C1CCN(c2ncccn2)CC1)c1ccccc1 | 1426 | 1520
Cc1cc(C)cc(C(=O)NC(=S)Nc2ccc3c(c2)OCCO3)c1 | 1781 | 1756
COc1ccc(CC(=O)Nc2nnc(C(C)C)s2)cc1OC | 1512 | 1610
CCN(CC)S(=O)(=O)c1ccc(NC(=O)C2c3ccccc3Oc3ccccc32)cc1 | 1567 | 1764
COC(=O)/C=C/c1ccc(OC(=O)c2ccncc2)cc1 | 1404 | 1722
Cc1ccnc(N=Cc2nc(-c3ccccc3Br)oc2O)c1 | 1661 | 1971
Cc1ccccc1CSc1ncnc2ccccc12 | 1352 | 1998
O=C(NNC(=O)c1cccnc1)Nc1ccc([N+](=O)[O-])cc1 | 1658 | 1667
COc1ccc(-c2c(C)nn3c(N4CCC(C(=O)NCCN(C)C)CC4)cc(C)nc23)cc1OC | 1717 | 1688
Cc1cc(C)cc(N2CN=c3s/c(=C\c4ccco4)c(=O)n3C2)c1 | 1741 | 2064
CC1CC(C(F)(F)C(F)(F)F)n2nc(C(=O)O)cc2N1 (centres undefined) | 1617 | 1909
Cc1ccc(-c2c3c(nc4sc(C(N)=O)c(N)c24)CCCC3)o1 | 1663 | 1919
O=C(Cc1ccc(Cl)cc1)Nc1ccc(-c2cc3ccccc3oc2=O)c(Cl)c1 | 1691 | 2035
O=C(c1c[nH]c(C(=O)N2CCN(Cc3ccccc3)CC2)c1)C1CCCCC1 | 1602 | 1931
O=C(O)c1ccc2nc(-c3ccccc3)sc2c1 | 1648 | 1741
Cc1ccc(CNCCNCCO)s1 | 1470 | 1713

# Record cards, as listed above:
# O=C(NNC(=O)c1cccnc1)Nc1ccc([N+](=O)[O-])cc1 in the list: SRC3 TRFRET art: 1658; SRC1 TRFRET art: 1667
# Cc1ccccc1CSc1ncnc2ccccc12 in the list: SRC3 TRFRET art: 1352; SRC1 TRFRET art: 1998

# Some of the compounds tested, so the mix of outcomes need not match the whole.
